Pf growth 96h – P. falciparum growth inhibition at 96 hour, primary screen for plastid delayed-death inhibitors; P. falciparum luciferase reporter growth, 96 h; Potency, µM (top dose mostly 28.7 µM), for the others: at the highest dose activity change, negative = inhibition, hits mostly inhibitors; 6.9% of 320,000 active; also: potency is read from the fitted curve at half-maximal effect; % is scaled to controls: 0 for no effect and ±100 for the full control effect
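96 h incubation, 37 C, 5% CO2, of luciferase-reporter P. falciparum-infected RBCs (2% hematocrit, 0.05% parasitemia final) with test compounds; endpoint luminescence.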
HCV inh – blocks hepatitis C virus; AID 651820; 3.4% of 340,000 active; Potency, µM (titrated, usually from 41.8 µM), without a hit: top-dose activity change, negative = inhibition, hits mostly inhibitors; Huh7.5.1 HCVcc-Cre infection, luciferase reporter, 44 h; also: potency is read from the fitted curve at half-maximal effect; % is scaled to controls: 0 for no effect and ±100 for the full control effect
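Infectious HCVcc-Cre (~0.5 moi) was added to cells just after compound, with cells seeded 4 h earlier at 1,000 per well. Luciferase activity after 44 h culture reported infection; substrate was incubated 15 min at room temperature before reading.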
Shiga toxin inh – inhibitors of Shiga toxin in Vero cells. Vero cells, Shiga toxin protein synthesis inhibition reporter. inhibition, % at 38.7 µM. 9.2% of 290,000 active; in the data active = inhibition mostly above about 28%, no sharp cut-off; inactive = mostly below about 43%; also: 0% is about no effect
LmPK inh – blocks Leishmania mexicana pyruvate kinase activity. purified LmPK, Kinase-Glo ATP luminescence, 1 h. Potency, µM (top dose mostly 57.5 µM), inactives show at the top dose activity change, negative = inhibition, usual class: inhibitors. 0.37% of 290,000 active; also: potency is read from the fitted curve at half-maximal effect; % is scaled to controls: 0 for no effect and ±100 for the full control effect
Target sequence (Q27686 whole entry, looked up): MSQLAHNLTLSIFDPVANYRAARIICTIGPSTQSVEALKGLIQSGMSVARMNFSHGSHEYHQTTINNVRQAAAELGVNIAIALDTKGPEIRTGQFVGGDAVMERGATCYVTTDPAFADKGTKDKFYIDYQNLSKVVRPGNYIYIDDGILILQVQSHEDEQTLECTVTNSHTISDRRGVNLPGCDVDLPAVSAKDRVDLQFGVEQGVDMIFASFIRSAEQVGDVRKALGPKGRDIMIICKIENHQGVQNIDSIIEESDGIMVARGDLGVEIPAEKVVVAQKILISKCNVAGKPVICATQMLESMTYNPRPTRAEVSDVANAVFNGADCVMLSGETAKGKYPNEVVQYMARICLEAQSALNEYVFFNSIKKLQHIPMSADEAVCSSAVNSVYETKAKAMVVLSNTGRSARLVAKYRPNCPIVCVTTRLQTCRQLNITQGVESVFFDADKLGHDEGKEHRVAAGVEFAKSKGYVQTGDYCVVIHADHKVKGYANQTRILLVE
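0.1 nM LmPK, 0.5 mM PEP, 0.1 mM ADP; 50 mM imidazole pH 7.2, 7 mM MgCl2, 50 mM KCl; 1 h RT. Kinase-Glo luminescence readout, normalized to no-enzyme (full inhibition) and uninhibited wells.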
Pf growth 48h – inhibits P. falciparum growth in the first generation, 48 h. P. falciparum luciferase growth in erythrocytes, 48 h. Potency, µM (highest dose often 28.7 µM), for inactives: at the highest dose activity change, negative = inhibition, most hits filed as inhibitors. 5.9% of 310,000 active; also: potency is read from the fitted curve at half-maximal effect; % is scaled to controls: 0 for no effect and ±100 for the full control effect
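Read-out is firefly luciferase luminescence from an integrated reporter in P. falciparum, so falling signal marks reduced parasite growth. Infected erythrocytes were at 2% hematocrit and 0.1% parasitemia (final) in Albumax-supplemented RPMI 1640.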
Cycloheximide cs – affects cycloheximide protein synthesis inhibition readout, counter-screen; 12% of 300,000 active; max response, %; AID 2314; cell reporter, cycloheximide protein synthesis inhibition counterscreen; in the data active = max response mostly above about 13%, no sharp cut-off; inactive = mostly below about 14%; also: read at 38.3 µM for the half of the compounds with a filed dose; 0% is about no effect
Tb PYK inh – T. brucei pyruvate kinase inhibition; Q57TT1; Potency, µM (series often up to 76.8 µM), without a hit: top-dose activity, negative = inhibition, actives largely listed as inhibitors; 0.12% of 410,000 active; TbPYK enzyme, Kinase-Glo Plus ATP luminescence, 45 min; also: potency is read from the fitted curve at half-maximal effect; % is scaled to controls: 0 for no effect and ±100 for the full control effect; nearly all actives have a fitted effect of over 50% in size
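Activity of T. brucei pyruvate kinase was followed by Kinase-Glo Plus luminescence after the enzyme reacted 45 min at room temperature with 130 uM ADP (final) and substrate. Test compounds were added before ADP at multiple concentrations.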
* = called active by the depositor; ? = inconclusive; nt = no result given; & = joins results of further samples; [ ] = another dose, or the depositor's remark. Unless noted, calls follow the shape of the dose curve; as a rule, active = well fitted curve in the direction sought with a large enough effect; inconclusive = small, poorly fitted or top-dose-only effect, or another doubt; inactive = no such curve, though single readings can be large; an effect the other way counts as inactive or inconclusive. Not a hit list; any-hit rate near 24%.

structure,Pf growth 96h,HCV inh,Shiga toxin inh,LmPK inh,Pf growth 48h,Cycloheximide cs,Tb PYK inh
CC(OC(=O)CC(NC(=O)c1ccccc1Cl)c1ccccc1)C(=O)Nc1cccc(Cl)c1Cl (configuration not stated),0%,?,-13,-2%,27%,-1,-5%
Cc1cccc(C(=O)N(Cc2ccc(C)o2)C2CCS(=O)(=O)C2)c1 (configuration not stated),?,10%,-6,-3%,2%,-2,7%
CNC(=O)[C@H](C)[C@@H]1C[C@@]1(C)[C@@H](NC(=O)OCc1ccccc1)c1ccccc1,?,-3%[8.37 µM],-2,2%,13µM*,-1,-6%
COCCn1c(=S)[nH]c2cc(C(=O)N3CC(C)CC(C)C3)ccc2c1=O (configuration not stated),-16%,?,1,-2%,6%,-3,0%
CCCOc1cc(C)c(S(=O)(=O)NC2CC(C)(C)NC(C)(C)C2)cc1C,89%[activator],?,-3,-2%,?,-4,-8%
O=C1CC[C@@H](CN(Cc2ccccn2)Cc2nc(Cc3ccccc3)no2)N1,17µM*,8%,-7,3%,5%,-2,-12%
O=C(O)C(Cc1c[nH]c2ccccc12)NS(=O)(=O)c1ccc(Cl)cc1 (configuration not stated),-16%,29%,-15,-2%,55%[activator],-1,4%
C#CCOC(=O)c1ccccc1C(=O)N(CC)CC,nt,?,-8,0%,4%,-2,1%
CCOc1ccc(S(=O)(=O)N2CCC(C(=O)N3CCN(c4ccccc4F)CC3)CC2)cc1C,2%,?,-4,-2%,-19%,-3,-5%
CCOC(=O)Cn1c(=NC(=O)CC)sc2c(C)cc(C)cc21,-5%,-22%,-2,-2%,?,2,-4%
CCCn1c(=O)c2[nH]cnc2n(-c2ccc(Cl)cc2)c1=O,?,18%,-9,-2%,-11%,-1,-4%
O=C(COC(=O)/C=C/c1ccc(S(=O)(=O)N2CCOCC2)cc1)NC1CCCCCCC1,36%[activator],3%,-6,2%,-5%,-1,-2%
CCOC(=O)C1(CCOC)CCN(CC(C)Cc2ccc3c(c2)OCO3)CC1 (configuration not stated),-29%,-18%,4,-1%,-8%,-3,-1%
O=C(OCc1nc(-c2ccccc2Cl)no1)c1ccco1,6%,10%,nt,nt,5%,nt,3%
O=C(COc1ccccc1)NCC(=O)Nc1cccc(S(=O)(=O)NC2=NCCC2)c1,1%,12%,15,-1%,-7%,-3,0%
CC(C)(C)C(=O)Nc1ccc(C(=O)N/N=C/c2ccccc2OC(=O)c2ccc(Cl)cc2)cc1,?,10µM*,14,-4%,?,3,18%
Cc1cccc(N)c1-c1c(C)cccc1N,-2%[5.75 µM],18%,17,1%,-12%,-2,3%
O=C(Cc1ccc(Cl)cc1Cl)NC1CCCCCC1,-24%,-7%,14,-4%,-3%,-2,0%
COC(=O)CN(c1ccc(C)cc1)S(=O)(=O)c1ccc2c(c1)n(C)c(=O)c(=O)n2C,-37%,8%,-3,1%,13%,-5,-2%
N#C/C(=C(/O)CO/N=C/c1ccccc1Cl)c1nc2ccccc2[nH]1,28%,11%,-10,7%,9%,1,2%
COc1ccc(S(=O)(=O)NNC(=O)C2CC(c3cccnc3)=NO2)cc1 (configuration not stated),88%[activator],4%,15,0%,7%,-1,-1%
O=C(CN1CCN(S(=O)(=O)c2ccc(Cl)cc2)CC1)Nc1ccc2c(c1)OCO2,?,?,12,2%,?,2,-16%
O=C1N=C(N2CCCC2)S/C1=C\c1ccccc1,?,7%,39,-5%,15µM*,6,-11%
Cc1ccc(C(C(=O)NC(C)(C)C)N(C(=O)c2csnn2)c2cccc(F)c2)o1 (configuration not stated),?,3%&13%,-9,4%,-6%,-2,2%
Cc1ccc(C(=O)NCCC(=O)NCc2cc(=O)n(C)c(=O)n2C)cc1,40%[activator],7%,-4,5%,37%[activator],-2,0%

Next section.
structure,Pf growth 96h,HCV inh,Shiga toxin inh,LmPK inh,Pf growth 48h,Cycloheximide cs,Tb PYK inh
OCC1(Cc2ccc(Cl)cc2)CCN(Cc2ccc(Oc3ncccn3)cc2)CC1,0%,?,-17,0%,-12%,-1,-2%
Cc1ccc(C)c(S(=O)(=O)Nc2cc3c4c(c2)CCN4C(=O)CC3)c1,?,1%,nt,nt,?,nt,1%
COc1ccc([C@@H]2C[C@H](c3ccccc3)Oc3cc(OC)c(OC)c(OC)c32)cc1,?,-15%,-4,7%,9.3µM*,-2,-1%
CC1CCN(c2cc(N3CCOCC3)c(F)cc2[N+](=O)[O-])CC1,184%[activator],5%,49,0%,?,-1,-5%
N#C/C(=C\c1ccc(Cl)c([N+](=O)[O-])c1)c1ccccn1,41%[5.75 µM],?,-11,-14%,18%[5.75 µM],12,-15%
CC1CCCC(C)N1C(=O)COC(=O)C(Cc1ccccc1)NC(=O)c1cccs1 (configuration not stated),15%,10%,-2,3%,9%,6,-2%
COC(=O)Cc1ccc(NC(=S)NCCCO)cc1,4%,11%,1,-2%,nt,4,23%
CCN=C1SCC(=O)N1c1ccc(OC)cc1,nt,14%,-9,1%,11%,1,-14%
Oc1cccc(/C=N/N(Cc2ccccc2)c2ccccc2)c1,?,?,-10,2%,6.6µM*,-2,5%
COc1ccc(CNC(=O)c2nn(-c3ccccc3)cc2OC)cc1,-16%,-19%,-12,-4%,?,-1,-3%
CC(C)CCNC(=O)NC(=O)CSc1nnc2ccccn12,?,11%,16,5%,-5%,5,6%
CCN(C(=O)CN1c2ccccc2CC1C)c1c(N)n(Cc2ccccc2)c(=O)[nH]c1=O (configuration not stated),31%,20%,15,4%,-6%,1,0%
O=C(NC(=O)N1CCN(c2cccc(Cl)c2)CC1)c1ccccc1,nt,1%,9,4%,?,7,-12%
O=C(Nc1cccc(F)c1)NC1CCN(Cc2ccccc2)CC1,11%,-12%,-6,-1%,?,1,1%
COc1ccc(/C=C(\C#N)C(=O)Nc2cc(S(=O)(=O)N3CCOCC3)ccc2N2CCCC2)cc1,-11%,-7%,12,2%,-1%,-5,-24%
COc1ccc(-c2nc3ccccc3n2Cc2ccccc2)cc1,?,-8%,14,9%,nt,25*,1%&0%
O=C(O)Cn1cc(/C=C2/SC(=O)N(CC(=O)N3CCCCCC3)C2=O)c2ccccc21,?,-4%,-5,7%,26%,10,-2%
COc1ccc(NC(=O)c2ccc3c(c2)n(C)c(=O)n3C)cc1,?,-16%[8.37 µM],-7,-4%,16%,2,0%
O=C(Nc1cccc(S(=O)(=O)N2CCOCC2)c1)c1cn(-c2ccccc2)nc1-c1ccc(F)cc1,40%[activator],?,-1,4%,17%,-2,1%
Cc1c(NC(=O)C(=O)/C=C(\O)c2ccc(Cl)cc2)c(=O)n(-c2ccccc2)n1C,21%,12%,-6,-1%,7%,-3,-1%
COc1ccc(NC(=O)CSc2nnnn2C2CCCC2)cc1,209%[activator],-5%,13,2%,19%,19,0%
CCOC(=O)c1c(NC(=O)c2ccc(S(=O)(=O)N3CCOCC3)cc2)sc2c1CCN(C(C)C)C2,4%,?,-2,6%,?,1,-1%
COc1cccc(OC)c1C(=O)NC(=S)Nc1cc(-c2nc3ccccc3[nH]2)ccc1Cl,?,?,44,2%,4.1µM*,10,-5%
Cc1sc2ncnc(N3CCN(Cc4ccccc4)CC3)c2c1-c1ccc(F)cc1,13µM*,?,2,-4%,13µM*,-8,-2%
COc1cc([N+](=O)[O-])ccc1Nc1nc(C)cc(C)n1,9.3µM*,?,-16,1%,15%,1,-14%

(listing goes on)
structure,Pf growth 96h,HCV inh,Shiga toxin inh,LmPK inh,Pf growth 48h,Cycloheximide cs,Tb PYK inh
Cc1ccsc1C(=O)N(C)C1CCS(=O)(=O)C1 (configuration not stated),60%[activator],-7%,nt,nt,57%[activator],nt,1%
O=C(NCCOc1ccccc1)C1CCC(=O)N(CCc2ccc(Cl)cc2)C1 (configuration not stated),?,-19%,33,-1%,-3%,19*,-9%
Cn1c2ccccc2c2cc(/C=N/NC(=O)c3ccccc3F)ccc21,?,14µM*,79*,-3%,?,41*,6%
CNCC(O)CN(c1ccccc1)c1ccccc1 (configuration not stated),57%[activator],18%,-5,5%,?,-1,2%
CCC(=O)Nc1ccc2nc(SCC(=O)N3CCOCC3)sc2c1,32%[activator],13%,8,-3%,-13%,13,-5%
Cc1sc2nc(CSCC(=O)NC(C)(C)C)[nH]c(=O)c2c1C,-18%,8%,-8,3%,-3%,6,2%
NC(=O)[C@@H]1CCCN1Cc1c(C(=O)N2CCc3ccccc3C2)nc2ccc(Cl)cn12,?,5%,-8,-7%,35%[activator],-3,-3%
COc1cc(-c2cc(C(=O)OCC(=O)Nc3ccc4c(c3)OCO4)c3ccccc3n2)cc(OC)c1OC,9%,?,3,5%,0%,5,-13%
Cc1ccc2c(=O)cc(C(=O)NC3CCS(=O)(=O)C3)oc2c1 (configuration not stated),?,-6%,-4,-1%,7%,-2,0%
CCOC(=O)N1CCN(C(=O)C(=O)NNC(=O)COc2ccc(Cl)cc2)CC1,-14%,11%,-7,-2%,7%,-3,1%
Cc1cc(C)n(-c2ccc(NC(=O)C3CCCCN3C(=O)c3cc(C)oc3C)cc2)n1 (configuration not stated),?,-5%,-3,1%,-27%,2,-8%
COc1cc2c(c3oc(-c4ccccc4)cc(=O)c13)C=CC(C)(C)O2,?,1µM*,37*,-4%,?,25*,-2%
CCOC(=O)N1CCN(C(=O)c2cc3ccccc3o2)CC1,41%[activator],7%,nt,-1%,9%,-3,2%
COc1nnc(-c2ccc(N3CCOCC3)c(NC(=O)c3ccc(C)cc3)c2)c2ccccc12,57%[activator],?,12,4%,?,6,7%
CCN(CC(=O)Nc1c(F)cccc1F)C(=O)C1CCN(S(=O)(=O)c2ccc(C)cc2C)CC1,?,4%,nt,nt,?,nt,6%
COc1ccc(S(=O)(=O)N2CCC(C(=O)Nc3ccc4c(c3)OCCO4)CC2)cc1OC,-15%,?,-9,8%,-25%,1,-1%
O=C(COc1cccc(Cl)c1)Nc1cc(S(=O)(=O)N2CCOCC2)ccc1N1CCOCC1,?,-10%,1,9%,0%,-3,4%
CCOC(=O)CN(C(=O)Cn1nnc2ccccc21)C(C(=O)NCCOC)c1ccccc1C (configuration not stated),-31%,-28%,-2,0%,-11%,-4,2%
Cc1cc(N2CCN(c3nnnn3-c3ccccc3)CC2)n2ncnc2n1,2%[5.75 µM],15%,-15,6%,-13%,-3,2%

Results in HCV inh (three entries from above):
SMILES	HCV inh
CCOC(=O)N1CCN(C(=O)c2cc3ccccc3o2)CC1	7%
Cc1cc(C)n(-c2ccc(NC(=O)C3CCCCN3C(=O)c3cc(C)oc3C)cc2)n1 (configuration not stated)	-5%
Cn1c2ccccc2c2cc(/C=N/NC(=O)c3ccccc3F)ccc21	14µM*
